Screens (PubChem BioAssay)
B2AR arrestin ag – agonists recruiting beta-arrestin to human beta2-adrenergic receptor; P07550; HTLA Tango cells, beta-arrestin recruitment, luciferase luminescence, 18 h; Potency, µM (highest dose often 46.1 µM), inactives show at the top dose activation, usual class: activators; 44,000 tested, under 10 active; AID 1347077;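 further: potency means the concentration at half of the fitted maximal effect; 0% = DMSO and full agonism = EC100 isoproterenol or metaproterenol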
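Ligand-induced beta-arrestin recruitment to recombinant beta2-AR is measured via a tTA-driven luciferase reporter in Tango cells after 18 hr compound exposure at 37 degrees C. Concentrations span up to 46 microM.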
FH mod – Identification of activators of human fumarate hydratase by quantitative high-throughput screening. Fumarate hydratase, mitochondrial (Homo sapiens), P07954. FH coupled MDH/diaphorase resazurin fluorescence, 15 min. Potency, µM (doses to about 79.9 µM), without a hit: at the highest dose activity change, negative = inhibition, hits mostly inhibitors. hit rate 0.22% among 54,000; further: potency means the concentration at half of the fitted maximal effect; on the % scale 0 is the no-effect control and ±100 the full control effect; the screen sought activators but most active calls are inhibition curves; nearly all actives have a fitted effect of over 45% in size
p53null 32C tox – p53 null cell cytotoxicity, permissive temperature; H1299-neo p53 null cells, ATP luminescence, 24 h, 32C; Potency, µM (top dose mostly 46.1 µM), for the others: at the top dose activity change, negative = cytotoxicity, actives largely listed as cytotoxic; hit rate 0.62% among 55,000;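 further: potency means the concentration at half of the fitted maximal effect; 0% = DMSO only and -100% = full killing by 100 µM tamoxifen; nearly all actives have a fitted effect of over 55% in size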
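AC50 values derive from Hill modelling of qHTS concentration-response data (up to 46 uM) in H1299-neo cells. Cells were treated 24 h at 32C following overnight attachment at 37C; viability was read as cellular ATP.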
NTMT1 inhibitor – inhibitors of human N-terminal methyltransferase NTMT1; Q9BV86; NTMT1 MTase-Glo SAH luminescence, purified enzyme; Potency, µM (series often up to 114 µM), inactives show at the top dose activity change, negative = inhibition, usual class: inhibitors; hit rate 2.5% among 59,000; AID 1645870;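 further: potency means the concentration at half of the fitted maximal effect; plate controls were DMSO vehicle for no effect and no enzyme for full effect; nearly all actives have a fitted effect of over 65% in size; many of its hits are not listed in these tables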
Target sequence (Q9BV86 whole entry, looked up): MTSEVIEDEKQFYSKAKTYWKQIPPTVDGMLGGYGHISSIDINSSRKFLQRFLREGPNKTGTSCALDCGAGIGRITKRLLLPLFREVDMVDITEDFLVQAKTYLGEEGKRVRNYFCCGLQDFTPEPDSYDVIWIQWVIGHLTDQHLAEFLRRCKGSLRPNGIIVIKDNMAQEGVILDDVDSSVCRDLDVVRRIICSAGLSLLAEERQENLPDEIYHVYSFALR
PTAP-TSG101 blk – blocks PTAP binding to human TSG101, validation; Q99816; Fluorescence polarization, FITC-PTAP peptide/Tsg101, 20 min; Potency, µM (highest dose often 115 µM), for the others: at the top dose activity change, negative = inhibition, usual class: inhibitors; 44,000 tested, under 10 active; AID 1347069; further: potency means the concentration at half of the fitted maximal effect; 0% is about no effect
Target sequence (Q99816 whole entry, looked up): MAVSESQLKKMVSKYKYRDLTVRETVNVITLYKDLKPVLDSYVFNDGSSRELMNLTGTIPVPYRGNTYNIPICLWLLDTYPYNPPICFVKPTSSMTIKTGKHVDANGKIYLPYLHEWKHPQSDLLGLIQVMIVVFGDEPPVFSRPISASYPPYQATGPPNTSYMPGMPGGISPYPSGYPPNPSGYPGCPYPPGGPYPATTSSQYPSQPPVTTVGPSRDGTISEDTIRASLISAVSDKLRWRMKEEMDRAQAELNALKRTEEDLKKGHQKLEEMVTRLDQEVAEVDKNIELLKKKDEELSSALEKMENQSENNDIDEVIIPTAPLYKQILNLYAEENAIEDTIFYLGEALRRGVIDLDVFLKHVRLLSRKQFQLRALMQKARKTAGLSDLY
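qHTS FP binding, 20 min r.t.: 10 uM Tsg101 domain + 50 nM FITC-PTAP peptide, pH 7.5 HEPES buffer with TCEP and EDTA.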
GALK inh – inhibits human galactokinase | recombinant GALK, Kinase-Glo ATP luminescence, 1 h | Potency, µM (top dose mostly 57.5 µM), without a hit: top-dose activity, negative = inhibition, most hits filed as inhibitors | 44,000 tested, under 10 active | AID 1347072;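 further: plate controls were full GALK reaction for no effect and reaction lacking GALK for full effect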
Target sequence (P51570 whole entry, looked up): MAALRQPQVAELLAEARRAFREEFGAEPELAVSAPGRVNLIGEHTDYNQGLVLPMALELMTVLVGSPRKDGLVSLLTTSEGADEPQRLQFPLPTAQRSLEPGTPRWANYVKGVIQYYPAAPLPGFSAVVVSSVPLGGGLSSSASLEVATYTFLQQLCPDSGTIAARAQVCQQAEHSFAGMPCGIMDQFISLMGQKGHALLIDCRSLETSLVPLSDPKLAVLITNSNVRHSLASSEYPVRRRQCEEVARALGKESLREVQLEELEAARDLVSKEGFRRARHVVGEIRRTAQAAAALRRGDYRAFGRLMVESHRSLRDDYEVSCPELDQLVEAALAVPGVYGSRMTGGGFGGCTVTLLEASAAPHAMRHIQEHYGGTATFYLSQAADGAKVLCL
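Compounds were pinned into ATP buffer, then GALK-galactose mix was added (final 5 nM enzyme, 35 uM ATP, 100 uM galactose, pH 8.0). After 1 h at room temperature, Kinase-Glo Plus was added and luminescence read.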
p53null 39C tox – selectivity test: cytotoxicity in p53 null cells, nonpermissive temperature; H1299 p53-null (neo) cells, 39C, ATPlite viability, 24 h; Potency, µM (series often up to 46.1 µM), for inactives: at the top dose activity, negative = cell killing, actives largely listed as cytotoxic; hit rate 0.97% among 55,000; AID 904;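 further: potency means the concentration at half of the fitted maximal effect; 0% = DMSO only and -100% = full killing by 100 µM tamoxifen; nearly all actives have a fitted effect of over 50% in size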
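ATP-luminescence viability readout (ATPlite, 20 min RT) after 24 hr compound treatment at 39C of H1299-neo or H1299-p53A138V cells; titration up to 46 uM; normalized to DMSO and 100 uM tamoxifen; Hill-fit AC50.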
* marks the source's active call; other numbers are inactive results; ? = inconclusive; . = no result given; [ ] = remark or other dose. The call rests on the fitted dose curve; in most records, active means well fitted curve in the direction sought with a large enough effect; inconclusive means small, poorly fitted or top-dose-only effect, or another doubt; inactive means no such curve, though single readings can be large; an effect the other way counts as inactive or inconclusive. An excerpt (hit frequency here may not be typical).

[1] COC(=O)Cc1c(C)nc2nc(-c3ccc(C)cc3)[nH]n2c1=O
[2] CCOC(=O)N1CCN(C(=O)c2cnn(-c3cccc(F)c3)c2-n2cccc2)CC1
[3] CCCS(=O)(=O)c1ncc(Cl)c(C(=O)N2CCN(c3ccc(OC)cc3)CC2)n1
[4] COc1ccc(/C=C/C(=O)Nc2nc(-c3cccs3)ns2)cc1OC
[5] CCOc1ccc(Nc2nc3c(S(=O)(=O)c4ccc(C(C)C)cc4)nnn3c3ccsc23)cc1
[6] CCOC(=O)c1ccccc1NC(=O)Cn1c2ncccc2c(=O)n1-c1ccccc1
[7] COc1cc(NC(=O)COCc2cc(-c3ccc4c(c3)OCO4)on2)cc(OC)c1
[8] CCc1ccccc1Nc1nn2c(=O)c3ccc(C(=O)NCc4ccccc4OC)cc3nc2s1
[9] COc1cccc(N2CC(NC(=O)C3CCCCC3)CC2=O)c1 (configuration not stated)
[10] COc1ccccc1N1CCN(C(=O)Cn2c(=O)n3nc(-c4ccc(C)cc4)nc3c3ccccc32)CC1

| Screen / compound no. | 1 | 2 | 3 | 4 | 5 | 6 | 7 | 8 | 9 | 10 |
| --- | --- | --- | --- | --- | --- | --- | --- | --- | --- | --- |
| B2AR arrestin ag | -1% | -1% | ? | -4% | 0% | -1% | 1% | -1% | 0% | -4% |
| FH mod | -4% | 2% | -9% | -17% | -5% | -8% | ? | -3% | -22% | -9% |
| p53null 32C tox | 10µM* | -4% | ? | -25% | -9% | 0% | -16% | 7% | -7% | -1% |
| NTMT1 inhibitor | 9% | 3% | 3% | 19% | ? | 15% | -3% | -1% | 6% | -3% |
| PTAP-TSG101 blk | 1% | -2% | 0% | -1% | -2% | -1% | -1% | 3% | 1% | -2% |
| GALK inh | 1% | 0% | -1% | -8% | -4% | -1% | 0% | 2% | 1% | -7% |
| p53null 39C tox | ? | -14% | -13% | -24% | -16% | 17% | -12% | -13% | ? | -6% |

[11] O=C(Cn1c(-c2cccs2)cc2ccccc21)N1CCN(c2ccc(Cl)cc2)CC1
[12] CC(=O)c1ccc(NC(=O)COCc2cc(-c3ccc(F)cc3)on2)cc1
[13] O=C(NC1CC(=O)N(c2cccc(F)c2)C1)C1CC1 (configuration not stated)
[14] O=C(NCC(c1cccnc1)N1CCc2ccccc21)c1cccc(Br)c1 (configuration not stated)
[15] Cc1ccc(S(=O)(=O)NCc2nc3nc(C)cc(C)n3n2)cc1
[16] COc1ccc(OC)c(CNC(=O)C2CCN(S(=O)(=O)c3cn(C)cn3)CC2)c1
[17] COc1ccc(CC(=O)NCCc2csc(-c3cccc(C)c3)n2)cc1
[18] COc1ccc(CCNC(=O)CCn2c(=O)c3ccccc3n(Cc3cc(C)ccc3C)c2=O)cc1OC
[19] Cc1ccc(NC(=O)Cn2c(=O)n(Cc3ccco3)c(=O)c3oc4ccccc4c32)cc1C
[20] COc1cn(CC(=O)Nc2c(C)cc(C)cc2C)c(CN2CCCCC2)cc1=O

| Screen / compound no. | 11 | 12 | 13 | 14 | 15 | 16 | 17 | 18 | 19 | 20 |
| --- | --- | --- | --- | --- | --- | --- | --- | --- | --- | --- |
| B2AR arrestin ag | -1% | 0% | -2% | 0% | -3% | 2% | 0% | 0% | 0% | -3% |
| FH mod | -20% | 1% | 4% | ? | -12% | 20% | -5% | 1% | 7% | 0% |
| p53null 32C tox | -1% | -5% | -1% | 0% | -5% | 5% | -5% | 2% | 0% | -9% |
| NTMT1 inhibitor | ? | 8% | 11% | ? | -7% | -1% | ? | -8% | 3% | 11% |
| PTAP-TSG101 blk | 0% | 0% | -2% | -8% | -5% | 0% | -2% | 1% | 0% | -5% |
| GALK inh | -4% | 1% | -2% | -4% | -4% | 3% | 2% | 0% | -8% | 2% |
| p53null 39C tox | -13% | -8% | 7% | -3% | -16% | -1% | -4% | -4% | -12% | 5% |

[21] CCS(=O)(=O)c1nc(S(=O)(=O)c2ccc(Cl)cc2)c(NCc2ccccc2Cl)s1
[22] CCOC(=O)c1cc(NC(=O)c2ccc(F)cc2)c(=O)n2c1oc1ccc(Cl)cc12
[23] Cc1ccccc1NC(=O)CSc1cn(CC(=O)N2CCCCCC2)c2ccccc12
[24] CC(=O)c1ccc(NC(=O)CC2Oc3ccc(C)cc3NC2=O)cc1 (configuration not stated)
[25] Cc1ccc(-n2c(SCC(=O)Nc3c(C)cccc3C)nc(O)c(C)c2=O)cc1
[26] Cc1ccc(Nc2c(-c3ccc(N4CCOCC4)cc3)nc3c(C)cccn23)cc1
[27] CCN(CC)CCCNC(=O)C1CCN(S(=O)(=O)CC)CC1
[28] CC(=O)N1CCCc2cc(S(=O)(=O)N3CCC(C(=O)NCc4ccccc4)CC3)ccc21
[29] CCOc1ccc(C(=O)Nc2ccc3oc(-c4cccnc4)nc3c2)cc1
[30] O=C(CN1C(=O)COc2ccc(S(=O)(=O)N3CCCCCC3)cc21)N1CCN(c2ccccc2)CC1

| Screen / compound no. | 21 | 22 | 23 | 24 | 25 | 26 | 27 | 28 | 29 | 30 |
| --- | --- | --- | --- | --- | --- | --- | --- | --- | --- | --- |
| B2AR arrestin ag | -4% | 0% | 1% | 9% | -1% | -1% | -1% | -1% | -2% | 0% |
| FH mod | -11% | -1% | -17% | 4% | 6% | ? | 0% | -7% | -7% | -4% |
| p53null 32C tox | -2% | -3% | -5% | -3% | 0% | 11% | -1% | -4% | -9% | 4% |
| NTMT1 inhibitor | 3% | 13% | -2% | 0% | 5% | ? | 5% | 4% | -8% | 0% |
| PTAP-TSG101 blk | -2% | 1% | 0% | 0% | -1% | -3% | -6% | -4% | 0% | -1% |
| GALK inh | -12% | 0% | 3% | -9% | 3% | -3% | -1% | -5% | -12% | -1% |
| p53null 39C tox | 0% | -29% | -21% | -3% | -24% | 23% | 13% | 8% | 0% | 3% |

[31] CCc1ccc(NC(=O)c2ccc3c(=O)n4nc(Nc5ccccc5C)sc4nc3c2)cc1
[32] CCc1cccc(NC(=O)c2c(N3CCCC3=O)c3cc(C)ccc3n2C)c1
[33] Cc1cccc(C(=O)Nc2ccc(C(=O)OCc3cc(=O)n4c5c(sc4n3)CCCC5)cc2)c1
[34] O=C(Nc1ccc2nc(SCCOc3ccccc3)sc2c1)c1cccs1
[35] CC1=C(C(N)=O)C(c2ccc(C)cc2)n2nc(SCc3ccccc3)nc2N1 (configuration not stated)
[36] O=C(CSc1ncccc1C(=O)Oc1ccccc1Cl)Nc1ccc(C(F)(F)F)cc1Cl
[37] Cc1cccc(N2CCN(C(=O)CCNS(=O)(=O)c3ccc4c(c3)CCN4C(=O)C3CC3)CC2C)c1 (configuration not stated)
[38] Cc1ccc(-n2c(SCC(N)=O)nc3c(oc4ccccc43)c2=O)cc1C
[39] CCCN(C(=O)c1sc2nc3n(c(=O)c2c1C)CCCC3)c1ccccc1C
[40] Cc1ccc(CN2CCCn3nc(C(=O)NCC(C)c4ccccc4)cc3C2=O)cc1 (configuration not stated)

| Screen / compound no. | 31 | 32 | 33 | 34 | 35 | 36 | 37 | 38 | 39 | 40 |
| --- | --- | --- | --- | --- | --- | --- | --- | --- | --- | --- |
| B2AR arrestin ag | -1% | 0% | 0% | -5% | 0% | 0% | -1% | -1% | -1% | -1% |
| FH mod | 10% | -10% | -2% | -8% | 6% | -2% | -5% | -25% | -3% | 11% |
| p53null 32C tox | -28% | 38%[activator] | 4% | -4% | 0% | -17% | -2% | -1% | -6% | 1% |
| NTMT1 inhibitor | 6% | -1% | -10% | 7% | 3% | -2% | -24% | -6% | -6% | 10% |
| PTAP-TSG101 blk | 2% | -7% | -1% | 5% | 4% | 0% | 2% | -2% | 7% | -4% |
| GALK inh | 1% | 2% | 0% | -11% | -1% | 0% | 5% | 4% | 0% | -1% |
| p53null 39C tox | ? | 22% | 0% | 1% | -1% | 9% | 17% | -7% | -15% | -7% |

[41] COCCCNC(=O)Cn1nc(N2CCN(c3ccccc3)CC2)ccc1=O
[42] CC1CCN(S(=O)(=O)c2ccc3ncn(CC(=O)Nc4ccccc4C(F)(F)F)c(=O)c3c2)CC1
[43] COc1ccc(NC(=O)CSc2nc(-c3ccco3)cc(C(F)(F)F)n2)cc1OC
[44] CCc1ccc(N2CC(c3nc4ccccc4n3Cc3ccccc3C)CC2=O)cc1 (configuration not stated)
[45] COc1ccc(C2c3c(-c4ccccc4O)n[nH]c3C(=O)N2Cc2ccco2)cc1 (configuration not stated)
[46] Cc1ccc(NC(=O)c2cc3c(Cl)nc4ccc(C)cc4c3s2)c(Cl)c1
[47] COc1ccc(NC(=O)CN2CCN(CC(=O)Nc3ccccc3F)CC2)cc1OC
[48] Cc1nc2nc(SCC(=O)Nc3ccccc3Cl)nn2c(C)c1Cc1ccccc1

| Screen / compound no. | 41 | 42 | 43 | 44 | 45 | 46 | 47 | 48 |
| --- | --- | --- | --- | --- | --- | --- | --- | --- |
| B2AR arrestin ag | 0% | 0% | 0% | -3% | ? | 0% | 0% | 3% |
| FH mod | 3% | -26% | -2% | ? | ? | 0% | 0% | -20% |
| p53null 32C tox | -6% | . | -10% | -10% | 28% | -5% | -2% | -8% |
| NTMT1 inhibitor | -18% | 8% | 16% | 2% | 1% | -3% | 12% | ? |
| PTAP-TSG101 blk | -2% | -10% | 3% | 0% | -4% | -1% | -7% | -1% |
| GALK inh | 0% | 2% | 4% | 2% | 4% | -2% | 2% | -1% |
| p53null 39C tox | -3% | . | -19% | 0% | 24% | 0% | 8% | 5% |

Among those listed so far, these contain an aryl thioether with sulfur outside any ring:
[23] Cc1ccccc1NC(=O)CSc1cn(CC(=O)N2CCCCCC2)c2ccccc12
[25] Cc1ccc(-n2c(SCC(=O)Nc3c(C)cccc3C)nc(O)c(C)c2=O)cc1
[34] O=C(Nc1ccc2nc(SCCOc3ccccc3)sc2c1)c1cccs1
[35] CC1=C(C(N)=O)C(c2ccc(C)cc2)n2nc(SCc3ccccc3)nc2N1 (configuration not stated)
[36] O=C(CSc1ncccc1C(=O)Oc1ccccc1Cl)Nc1ccc(C(F)(F)F)cc1Cl
[38] Cc1ccc(-n2c(SCC(N)=O)nc3c(oc4ccccc43)c2=O)cc1C
[43] COc1ccc(NC(=O)CSc2nc(-c3ccco3)cc(C(F)(F)F)n2)cc1OC
[48] Cc1nc2nc(SCC(=O)Nc3ccccc3Cl)nn2c(C)c1Cc1ccccc1

| Screen / compound no. | 23 | 25 | 34 | 35 | 36 | 38 | 43 | 48 |
| --- | --- | --- | --- | --- | --- | --- | --- | --- |
| B2AR arrestin ag | 1% | -1% | -5% | 0% | 0% | -1% | 0% | 3% |
| FH mod | -17% | 6% | -8% | 6% | -2% | -25% | -2% | -20% |
| p53null 32C tox | -5% | 0% | -4% | 0% | -17% | -1% | -10% | -8% |
| NTMT1 inhibitor | -2% | 5% | 7% | 3% | -2% | -6% | 16% | ? |
| PTAP-TSG101 blk | 0% | -1% | 5% | 4% | 0% | -2% | 3% | -1% |
| GALK inh | 3% | 3% | -11% | -1% | 0% | 4% | 4% | -1% |
| p53null 39C tox | -21% | -24% | 1% | -1% | 9% | -7% | -19% | 5% |
